Compound activity: PubChem, Broad Institute
INS-1E ATP HTS = protection of INS-1E cells from cytokine death, primary screen, ATP luminescence, single point; hit rate 0.1% among 20,000; protection from cytokine-induced ATP loss, % at 10 µM; INS-1E cytokine-induced death, 48 h; normalised: neutral wells 0, positive control 100;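 active means mean replicate protection from cytokine-induced ATP loss at least 50% and at least 75% of replicates each reaching 50%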
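Assay system: INS-1E rat cells / Quantity: 8000 cells per well / Medium: RPMI without phenol red, 5% FBS / Probe or stimulus: three-cytokine cocktail (IFN-γ, TNF-α, IL-1β) / Dosing: one compound concentration, pin transfer / Timing: 48 h co-treatment, 10 min post-lysis read / Technique: CellTiter-Glo luminescence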
T cruzi HTS = inhibitors of intracellular Trypanosoma cruzi, primary screen, cell-based, plate reader, single point, set 2; intracellular Trypanosoma cruzi in host cells; AID 651903, 2012; hit rate 4.9% among 22,000; activity score (inhibition), % at 5.01 µM; in the data active means activity score above about 55%;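 further: parasites and compound incubated about four days before reading; 0% = median of neutral control wells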
The depositor's hits bear a star; / = not tested or not shown.

nr	canonical_smiles	INS-1E ATP HTS	T cruzi HTS
1	C[C@@H]1CN([C@H](C)CO)C(=O)Cc2cc(NS(=O)(=O)c3cccs3)ccc2O[C@@H]1CN(C)C(=O)Nc1ccc(C(F)(F)F)cc1	-12	11
2	C[C@@H]1CN([C@H](C)CO)C(=O)c2cc(NS(C)(=O)=O)ccc2O[C@@H]1CN(C)Cc1ccc(Oc2ccccc2)cc1	7	6
3	O=C(NO)c1ccc(C(=O)N/N=C/c2cccnc2)cc1	-10	2
4	Cc1noc(C)c1NC(=O)Nc1cccc2c1O[C@H](CN(C)S(=O)(=O)c1cn(C)cn1)[C@@H](C)CN([C@H](C)CO)C2=O	12	19
5	Cc1ccc(S(=O)(=O)N(C)C[C@H]2Oc3ccc(NS(=O)(=O)c4ccc(Cl)cc4)cc3CC(=O)N([C@H](C)CO)C[C@H]2C)cc1	-19	78*
6	C[C@@H]1CN([C@H](C)CO)C(=O)CCCn2cc(nn2)CO[C@@H]1CN(C)Cc1ccc2c(c1)OCCN2C	6	-9
7	CNC[C@@H]1Oc2ccc(NS(=O)(=O)c3cccs3)cc2CC(=O)N([C@@H](C)CO)C[C@@H]1C	-16	-7
8	C[C@@H]1CN([C@H](C)CO)C(=O)c2cccc(NC(=O)c3cnccn3)c2O[C@@H]1CN(C)S(=O)(=O)c1cn(C)cn1	8	5
9	C[C@H](CO)N1C[C@H](C)[C@H](CN(C)Cc2cccc3c2OCCCO3)OCc2cn(nn2)CCCC1=O	/	-14
10	O=C(CCCCC(=O)N/N=C/c1ccc(C(F)(F)F)cc1)NO	16	8
11	C[C@H](CO)N1C[C@H](C)[C@H](CN(C)Cc2ccc(C(=O)Nc3ccccc3N)cc2)Oc2ccc(NC(=O)Cc3ccccc3)cc2C1=O	6	50
12	C[C@H](CO)N1C[C@H](C)[C@@H](CN(C)C(=O)Nc2ccc3c(c2)OCO3)Oc2c(NC(=O)CCCCCC(=O)Nc3ccccc3N)cccc2C1=O	-9	7
13	COc1ccc(S(=O)(=O)N(C)C[C@H]2Oc3ccc(NC(=O)c4ccncc4)cc3CC(=O)N([C@@H](C)CO)C[C@H]2C)cc1	0	6
14	CC(C)NC(=O)N(C)C[C@H]1Oc2ccc(NC(=O)c3ccncc3)cc2CC(=O)N([C@@H](C)CO)C[C@H]1C	5	-9
15	Cc1ccc(OC(=O)N(C)C[C@H]2OCc3cn(nn3)CCCC(=O)N([C@@H](C)CO)C[C@@H]2C)cc1	-3	-20
16	CC(C)NC(=O)Nc1ccc2c(c1)CC(=O)N([C@@H](C)CO)C[C@H](C)[C@@H](CN(C)C(=O)Nc1ccc(C(F)(F)F)cc1)O2	7	27
17	Cc1ccc(S(=O)(=O)Nc2ccc3c(c2)C(=O)N([C@H](C)CO)C[C@H](C)[C@H](CN(C)C(=O)NC(C)C)O3)cc1	/	-10
18	C[C@H]1CN([C@@H](C)CO)C(=O)c2cccc(NS(=O)(=O)c3ccccc3)c2O[C@H]1CN(C)C	9	-13
19	C[C@H]1CN([C@@H](C)CO)C(=O)c2cc(NC(=O)Nc3ccc(F)cc3)ccc2O[C@@H]1CN(C)C	1	-24
20	Cc1noc(C)c1NC(=O)Nc1cccc2c1O[C@H](CN(C)Cc1ccc(Cl)c(Cl)c1)[C@@H](C)CN([C@H](C)CO)C2=O	-4	9
21	C[C@H]1CN([C@@H](C)CO)C(=O)Cc2cc(NC(=O)CCCN(C)C)ccc2O[C@H]1CN(C)Cc1ccc(-c2ccccc2)cc1	13	-34
22	C[C@H](CO)N1C[C@H](C)[C@H](CN(C)C)Oc2c(NS(=O)(=O)c3ccc(F)cc3)cccc2C1=O	2	-33
23	C[C@@H]1CN([C@H](C)CO)C(=O)c2cccc(NC(=O)Nc3ccc4c(c3)OCO4)c2O[C@@H]1CN(C)C(=O)Nc1ccc(F)cc1	13	8
24	COc1ccc(S(=O)(=O)Nc2ccc3c(c2)C(=O)N([C@H](C)CO)C[C@H](C)[C@H](CN(C)C(=O)Nc2ccc(F)cc2)O3)cc1	6	-6
25	C[C@H](CO)N1C[C@H](C)[C@@H](CN(C)Cc2ccccc2)Oc2ccc(NC(=O)Nc3ccc(F)cc3)cc2C1=O	6	6

Reprinted from the part before: 3 compounds; new compounds follow.
nr	canonical_smiles	INS-1E ATP HTS	T cruzi HTS
23	C[C@@H]1CN([C@H](C)CO)C(=O)c2cccc(NC(=O)Nc3ccc4c(c3)OCO4)c2O[C@@H]1CN(C)C(=O)Nc1ccc(F)cc1	13	8
24	COc1ccc(S(=O)(=O)Nc2ccc3c(c2)C(=O)N([C@H](C)CO)C[C@H](C)[C@H](CN(C)C(=O)Nc2ccc(F)cc2)O3)cc1	6	-6
25	C[C@H](CO)N1C[C@H](C)[C@@H](CN(C)Cc2ccccc2)Oc2ccc(NC(=O)Nc3ccc(F)cc3)cc2C1=O	6	6
26	Cc1ccc(S(=O)(=O)N(C)C[C@H]2Oc3ccc(NC(=O)Nc4cccc5ccccc45)cc3CC(=O)N([C@@H](C)CO)C[C@H]2C)cc1	-5	67*
27	CC(C)NC(=O)Nc1ccc2c(c1)C(=O)N([C@H](C)CO)C[C@H](C)[C@H](CN(C)C(=O)Nc1ccc3c(c1)OCO3)OCCCC[C@@H](C)O2	-1	-15
28	CC(C)NC(=O)Nc1cccc2c1O[C@H](CN(C)C(=O)Nc1ccc(C(F)(F)F)cc1)[C@@H](C)CN([C@H](C)CO)C2=O	0	-10
29	Cc1noc(C)c1S(=O)(=O)Nc1cccc2c1O[C@H](CN(C)C(=O)Nc1ccccc1)[C@H](C)CN([C@H](C)CO)C2=O	4	6
30	C[C@H](CO)N1C[C@H](C)[C@H](CN(C)C(=O)Nc2ccc(F)cc2)Oc2ccc(N(C)C)cc2C1=O	-4	-6
31	Cc1ccc(S(=O)(=O)N(C)C[C@@H]2Oc3c(NC(=O)Nc4cccc5ccccc45)cccc3C(=O)N([C@@H](C)CO)C[C@H]2C)cc1	62*	0
32	C[C@H]1CN([C@@H](C)CO)C(=O)c2cc(NC(=O)C3CCCCC3)ccc2O[C@H]1CN(C)C(=O)Nc1ccc(C(F)(F)F)cc1	-11	10
33	Cc1ccc(S(=O)(=O)Nc2ccc3c(c2)C(=O)N([C@H](C)CO)C[C@@H](C)[C@H](CN(C)S(=O)(=O)c2ccccc2)O3)cc1	1	7
34	COc1ccc(CN(C)C[C@H]2Oc3c(NS(=O)(=O)c4ccc(C)cc4)cccc3C(=O)N([C@H](C)CO)C[C@H]2C)cc1	-13	8
35	C[C@H](CO)N1C[C@H](C)[C@H](CN(C)S(C)(=O)=O)Oc2ccc(NS(C)(=O)=O)cc2CC1=O	0	-7
36	COc1ccc(NC(=O)N(C)C[C@@H]2Oc3ccc(NC(=O)c4ccncc4)cc3CC(=O)N([C@H](C)CO)C[C@H]2C)cc1	8	-12
37	C[C@H]1CN([C@@H](C)CO)C(=O)c2cccc(NC(=O)C3CC3)c2O[C@H]1CN(C)S(=O)(=O)c1ccccc1	10	-15
38	C[C@@H]1CN([C@H](C)CO)C(=O)c2cc(NS(=O)(=O)c3cccs3)ccc2O[C@H]1CN(C)S(=O)(=O)c1ccc(Cl)cc1	/	7
39	C[C@H](CO)N1C[C@H](C)[C@H](CN(C)C(=O)Nc2ccc(F)cc2)Oc2ccc(NS(=O)(=O)c3ccccc3)cc2C1=O	/	7
40	COc1ccc(NC(=O)Nc2cccc3c2O[C@@H](CN(C)C(=O)Nc2ccccc2)[C@@H](C)CN([C@H](C)CO)C3=O)cc1	9	-9
41	C[C@@H]1CN([C@@H](C)CO)C(=O)CCCn2nncc2CO[C@@H]1CN(C)S(C)(=O)=O	/	-24
42	CNC[C@@H]1Oc2ccc(NS(=O)(=O)c3cccs3)cc2C(=O)N([C@H](C)CO)C[C@@H]1C	5	-3
43	C[C@@H]1CN([C@H](C)CO)C(=O)c2cc(NC(=O)Cn3cnnn3)ccc2O[C@H]1CN(C)C(=O)Nc1cccc2ccccc12	17	-35
44	CC(C)NC(=O)N(C)C[C@@H]1Oc2c(cccc2N(C)C)C(=O)N([C@H](C)CO)C[C@H]1C	6	-15
45	Cc1ccc(S(=O)(=O)Nc2cccc3c2O[C@@H](CN(C)C(=O)Nc2ccc(F)cc2)[C@@H](C)CN([C@H](C)CO)C3=O)cc1	1	3
46	CCCN(C)C[C@H]1OCCCC[C@@H](C)Oc2ccc(NC(=O)CCC(F)(F)F)cc2C(=O)N([C@H](C)CO)C[C@@H]1C	-5	4
47	C[C@H]1CN([C@@H](C)CO)C(=O)c2cccc(NC(=O)c3cnccn3)c2O[C@H]1CN(C)Cc1ccccc1	-4	-8
48	COc1ccc(Br)cc1/C=N/NC(=O)c1ccccn1	10	-20
49	Cc1noc(C)c1NC(=O)Nc1ccc2c(c1)C(=O)N([C@@H](C)CO)C[C@H](C)[C@@H](CN(C)S(C)(=O)=O)O2	6	-20
50	C[C@H]1CN([C@@H](C)CO)C(=O)Cc2cc(NC(=O)Cn3cnnn3)ccc2O[C@H]1CN(C)Cc1ccccc1	4	1

Filtered by structure, the entries above with a thiophene ring, fused or not (4)
nr	canonical_smiles	INS-1E ATP HTS	T cruzi HTS
1	C[C@@H]1CN([C@H](C)CO)C(=O)Cc2cc(NS(=O)(=O)c3cccs3)ccc2O[C@@H]1CN(C)C(=O)Nc1ccc(C(F)(F)F)cc1	-12	11
7	CNC[C@@H]1Oc2ccc(NS(=O)(=O)c3cccs3)cc2CC(=O)N([C@@H](C)CO)C[C@@H]1C	-16	-7
38	C[C@@H]1CN([C@H](C)CO)C(=O)c2cc(NS(=O)(=O)c3cccs3)ccc2O[C@H]1CN(C)S(=O)(=O)c1ccc(Cl)cc1	/	7
42	CNC[C@@H]1Oc2ccc(NS(=O)(=O)c3cccs3)cc2C(=O)N([C@H](C)CO)C[C@@H]1C	5	-3

(further entries)
nr	canonical_smiles	INS-1E ATP HTS	T cruzi HTS
51	Cc1noc(C)c1S(=O)(=O)Nc1cccc2c1O[C@H](CN(C)Cc1ccc(C(=O)O)cc1)[C@@H](C)CN([C@H](C)CO)C2=O	-2	-9
52	C[C@@H]1CN([C@H](C)CO)C(=O)c2cc(NS(=O)(=O)c3cn(C)cn3)ccc2O[C@@H]1CN(C)Cc1ccc(-c2ccccc2)cc1	0	2
53	C[C@@H]1CN([C@@H](C)CO)C(=O)CCCn2nncc2CO[C@H]1CN(C)S(=O)(=O)c1ccc(-n2cccn2)cc1	/	16
54	COc1ccc(S(=O)(=O)Nc2cccc3c2O[C@@H](CN(C)Cc2ccc(Cl)c(Cl)c2)[C@H](C)CN([C@@H](C)CO)C3=O)cc1	-10	17
55	CC(C)(C)OC(=O)Nc1ccc(/C=N/NC(=O)c2ccccc2O)cc1	-22	-7
56	C[C@@H]1CN([C@H](C)CO)C(=O)CCCn2cc(nn2)CO[C@H]1CN(C)Cc1ccc(Oc2ccccc2)cc1	/	-31
57	CNC[C@H]1Oc2c(NC(=O)Nc3cccc4ccccc34)cccc2C(=O)N([C@H](C)CO)C[C@H]1C	-1	-21
58	C[C@@H]1CN([C@H](C)CO)C(=O)c2cc(NS(=O)(=O)c3cn(C)cn3)ccc2O[C@@H]1CN(C)Cc1ccc2c(c1)OCO2	4	-3
59	Cc1ccc(S(=O)(=O)N(C)C[C@H]2Oc3c(NC(=O)Nc4c(C)noc4C)cccc3C(=O)N([C@@H](C)CO)C[C@H]2C)cc1	10	51
60	C[C@@H]1CCCCO[C@@H](CN(C)Cc2ccncc2)[C@@H](C)CN([C@H](C)CO)C(=O)c2cc(NC(=O)Nc3ccc4c(c3)OCO4)ccc2O1	9	-39
61	C[C@@H]1CN([C@H](C)CO)C(=O)Cc2cc(N(C)C)ccc2O[C@H]1CN(C)CC1CC1	7	-4
62	CC(C)NC(=O)Nc1ccc2c(c1)CC(=O)N([C@H](C)CO)C[C@@H](C)[C@@H](CN(C)C(=O)Nc1ccc(C(F)(F)F)cc1)O2	-9	6
63	COc1ccc(NC(=O)N(C)C[C@H]2Oc3ccc(NC(=O)Cc4cn(C)c5ccccc45)cc3C(=O)N([C@H](C)CO)C[C@H]2C)cc1	2	-9
64	C[C@H]1CN([C@@H](C)CO)C(=O)c2cc(NC(=O)CCCCCC(=O)Nc3ccccc3N)ccc2O[C@@H]1CN(C)Cc1ccc2c(c1)OCO2	4	28
65	C[C@H](CO)N1C[C@H](C)[C@H](CN(C)S(C)(=O)=O)Oc2c(cccc2N(C)C)C1=O	11	19
66	C[C@H](CO)N1C[C@H](C)[C@H](CN(C)C(=O)Nc2ccccc2)Oc2ccc(NC(=O)Nc3cccc4ccccc34)cc2C1=O	0	-20
67	COc1ccc(NC(=O)N(C)C[C@@H]2Oc3ccc(NC(=O)Nc4ccc(C(F)(F)F)cc4)cc3C(=O)N([C@H](C)CO)C[C@H]2C)cc1	1	-10
68	C[C@@H]1CN([C@@H](C)CO)C(=O)c2cccc(NC(=O)c3ccc(-c4nccs4)cc3)c2O[C@H]1CN(C)Cc1ccncc1	0	15
69	CC(C)NC(=O)N(C)C[C@@H]1Oc2ccc(NC(=O)CCC(F)(F)F)cc2C(=O)N([C@H](C)CO)C[C@@H]1C	/	3
70	Cc1noc(C)c1NC(=O)Nc1ccc2c(c1)C(=O)N([C@H](C)CO)C[C@@H](C)[C@@H](CN(C)CC1CCCCC1)O2	-5	-12
71	CNC[C@@H]1Oc2ccc(NC(=O)Cn3cnnn3)cc2CC(=O)N([C@@H](C)CO)C[C@@H]1C	10	-26
72	C[C@H](CO)N1C[C@H](C)[C@H](CN(C)C)Oc2c(NC(=O)CCCCCC(=O)Nc3ccccc3N)cccc2C1=O	17	-56
73	COC(=O)CCCCCCC(=O)N/N=C/c1ccc2c(c1)OCCO2	12	4
74	C[C@@H]1CN([C@H](C)CO)C(=O)Cc2cc(NC(=O)Nc3ccc(C(F)(F)F)cc3)ccc2O[C@@H]1CN(C)C(=O)Nc1ccc(C(F)(F)F)cc1	-26	19
